Growth percent in the NCI-60 one-dose screen (48 h, 10 µM unless noted): 100 = growth as untreated, 0 = no growth, -100 = all killed.
SNB-19: SNB-19 CNS cancer cells | 81,000 tested, 2.5% active | AID 1794751
PC-3: PC-3 prostate cancer cells | 80,000 tested, 3.9% active
HT29: HT29 colon cancer; 81,000 tested, 7.4% active
DU-145: DU-145 prostate cancer. AID 1794760. 81,000 tested, 4.2% active
HCC-2998: HCC-2998 colon cancer; 79,000 tested, 4.7% active
SF-539: SF-539 CNS cancer; 81,000 tested, 6.8% active; AID 1794752
SNB-75: SNB-75 CNS cancer; 79,000 tested, 5% active
KM12: KM12 colon cancer cells; 82,000 tested, 5% active; AID 1794800
SW-620: SW-620 colon cancer | 82,000 tested, 5.2% active | AID 1794795
* marks the source's active call; other numbers are inactive results; nt = no result given; & = joins results of further samples. How the source made its calls: active means growth percent below 10; inactive means the rest.

1: COc1cccc(Nc2nc(NCCO)c3ccccc3n2)c1
2: Fc1ccc(-c2ccnc3nc(-c4cccnc4)nn23)cc1
3: Cc1ccc(C2=Nc3nc4ccccn4c3C(=O)[C@@H]3CCCN23)cc1
4: CCCCN(CCCC)CCCCOC
5: COc1cc(C)cc2oc3oc(=O)c(-c4nc5ccccc5s4)cc3c(=O)c12
6: Nc1nc(Nc2ccccc2)nn1Cc1ccccc1
7: Clc1nc2ccccc2cc1Cn1nnc(SCc2ccccc2)n1
8: CCOc1ccccc1/C=N\Nc1ccc([N+](=O)[O-])cn1
9: O=C(O)CC(Br)Br
10: CCOC(=O)c1csc(NC(=O)c2ccc(N3CCN(C)CC3)c([N+](=O)[O-])c2)n1
screen / no. | 1 | 2 | 3 | 4 | 5 | 6 | 7 | 8 | 9 | 10
SNB-19 | 77 | 107 | 92 | 100 | 93 | 96 | 99 | 99 | 105 | 91
PC-3 | 24 | 97 | 82 | 90 | 94 | 85 | 92 | 110 | 100 | 87
HT29 | 100 | 99 | 101 | 114 | 103 | 102 | 97 | 114 | 101 | 95
DU-145 | 97 | 101 | 97 | 122 | 99 | 104 | 107 | nt | 105 | 103
HCC-2998 | 87 | 93 | 99 | 101 | 109 | 109 | 112 | 108 | 111 | 97
SF-539 | 81 | 107 | 92 | 103 | 84 | 95 | 93 | 107 | 100 | 88
SNB-75 | 64 | 95 | 90 | 109 | 79 | 107 | 80 | 96 | 89 | 80
KM12 | 51 | 105 | 99 | 109 | 93 | 79 | 103 | 106 | 105 | 97
SW-620 | 64 | 109 | 101 | 111 | 84 | 99 | 96 | 107 | 106 | 91

11: CCOc1ccc2c(c1)C(C)=CC(C)(C)N2
12: COc1ccc(NC(c2ccc(C(F)(F)F)cc2)c2c(C)[nH]c3ccccc23)cc1 (centres undefined)
13: O=C(CN1CCN(CCN2C(=O)c3cccc4cccc(c34)C2=O)CC1)Nc1nc2ccccc2s1
14: CCN(CC)c1ccc2nc3ccc(N=Nc4ccc(O)cc4)cc3[n+](-c3ccccc3)c2c1
15: C[N+](C)(C)CCOC(OCC[N+](C)(C)C)(c1ccccc1)c1ccccc1
16: N#CN1c2ccccc2C=CC1O (centres undefined)
17: COc1ccc(C(=O)n2nc(CC(=O)NCc3ccccc3)nc2N)cc1
18: N#CCC(=O)c1ccc(N)cc1
19: NS(=O)(=O)c1ccc(NC(=O)CCC(=O)O)cc1
20: COc1ccc(-c2nsc3c2NC(=O)CC3c2cccc(Cl)c2)cc1 (centres undefined)
screen / no. | 11 | 12 | 13 | 14 | 15 | 16 | 17 | 18 | 19 | 20
SNB-19 | 96 | 99 | 90 | 73 | 94 | 97 | 97 | 103 | 100 | 54
PC-3 | 79 | 101 | 90 | 48 | 93 | 79 | 101 | 96 | 98 | 16
HT29 | 93 | 99 | 76 | 29 | 104 | 91 | 108 | 103 | 110 | 2.9*
DU-145 | 113 | 108 | 92 | 82 | nt | 94 | 115 | 113 | 110 | 24
HCC-2998 | 129 | 111 | 98 | 63 | 97 | 92 | 104 | 101 | 94 | 43
SF-539 | 108 | 101 | 102 | 89 | 97 | 66 | 112 | 106 | 105 | -14*
SNB-75 | 90 | 76 | 101 | nt | 87 | 92 | 93 | 95 | 94 | -0.3*
KM12 | 108 | 100 | 100 | 35 | nt | 67 | 116 | 104 | 109 | 35
SW-620 | 107 | 112 | 79 | nt | 103 | 87 | 105 | 104 | 113 | 26

21: Cc1cc(C(=O)Nc2cc(Nc3ncccc3-c3ncnc4nc[nH]c34)ccc2F)cc(C(C)(C)C#N)c1
22: CC(CO)CC(=O)c1c2c(c3oc(=O)cc(-c4ccccc4)c3c1O)C=CC(C)(C)O2 (centres undefined)
23: O=C(c1cc2n(n1)CC(c1ccccc1)N2)N1CCCCC1 (centres undefined)
24: N/C(=N\c1nc2ccccc2s1)NC(=O)N1CCC(O)CC1
25: CCOC(=O)c1cnc2c(C)cc(C)cc2c1NCCCN(C)C
26: NC(=O)C(c1ccc(Cl)cc1)C(C(N)=O)c1ccc(Cl)cc1 (centres undefined)
27: COc1cccc(F)c1
28: O=C(O)/C=C\C(=O)Nc1ccccc1
29: CCOC(=O)c1c(Cl)c(Cl)c(C(=O)OCC)c(Cl)c1Cl
30: COc1nc2ccc(C)cc2cc1/C=C1/C=C(c2ccccc2)OC1=O
screen / no. | 21 | 22 | 23 | 24 | 25 | 26 | 27 | 28 | 29 | 30
SNB-19 | 62 | 95 | 103 | 86 | 42 | 101 | 118 | 111 | 87 | 100
PC-3 | 58 | 75 | 97 | 77 | 22 | 97 | 105 | 98 | 85 | 96
HT29 | 24 | 106 | 114 | 89 | 13 | 100 | 102 | 109 | 97 | 101
DU-145 | 60 | 100 | 107 | 83 | 35 | 116 | 110 | 112 | 110 | 101
HCC-2998 | 35 | 107 | 106 | 103 | 29 | 109 | 104 | 110 | 86 | 101
SF-539 | 34 | 89 | 96 | 85 | 29 | 104 | 108 | 98 | 93 | 103
SNB-75 | 79 | 68 | 88 | 96 | 51 | 92 | 106 | 87 | 90 | 81
KM12 | 36 | 91 | 106 | 94 | 32 | 104 | 104 | 110 | 103 | 93
SW-620 | 34 | 93 | 104 | nt | 30 | 99 | nt | 113 | 102 | 112

31: COc1ccc(/C=C(\C#N)C(=O)N2c3ccccc3Sc3ccc(SC)cc32)cc1F
32: O=C(/C=C/c1c[nH]c2ccccc12)c1ccc(O)c(CN2CCOCC2)c1
33: Cc1cc(C)c2c(c1)N(C)c1ncnc(Cl)c1CC2C (centres undefined)
34: NC(=N\N=C/c1ccco1)/C(N)=N\N=C/c1ccco1
35: CCCc1c(NCCO[C@H]2Cc3cc4ccc(=O)oc4cc3OC2(C)C)c(C(N)=O)nn1C
36: CCCCC/C(C=Nc1ccccc1C(=O)OC)=C\c1ccccc1
37: CS(=O)(=O)Nc1nc2ccccc2[nH]1
38: COc1cc2nc(-c3ccc(C(F)(F)F)cc3)cc(OCCN3CCOCC3)c2cc1OC
39: O=C1c2ccc3c4c(ccc(c24)C(=O)N1CCNCc1ccccc1Cl)C(=O)N(CCNCc1ccccc1Cl)C3=O
40: CCN(CC)CCCNc1nc2ccccc2c2c(=O)c3cc(Cl)ccc3sc12
screen / no. | 31 | 32 | 33 | 34 | 35 | 36 | 37 | 38 | 39 | 40
SNB-19 | 90 | 107 | 91 | 102 | 100 | 104 | 107 | 90 | 116 | 80
PC-3 | 89 | 82 | 81 | 99 | 95 | 83 | 92 | 79 | 87 | 55
HT29 | 103 | 97 | 86 | 113 | nt | 98 | 99 | 94 | 103 | 12
DU-145 | 97 | 107 | 109 | 105 | 107 | 100 | 110 | 93 | 130 | 54
HCC-2998 | 90 | 70 | 99 | nt | 110 | 118 | 97 | 89 | 121 | 26
SF-539 | 97 | 96 | 98 | 98 | 96 | 101 | 98 | 91 | 106 | 58
SNB-75 | 88 | nt | 74 | 104 | 95 | 88 | 94 | 79 | 106 | 68
KM12 | 95 | 99 | 91 | 105 | 104 | 102 | 104 | 99 | 99 | 27
SW-620 | 95 | 102 | 85 | 109 | 109 | 105 | 99 | 92 | 111 | 14

Full records as entered above. Order of values: SNB-19 | PC-3 | HT29 | DU-145 | HCC-2998 | SF-539 | SNB-75 | KM12 | SW-620
CCN(CC)CCCNc1nc2ccccc2c2c(=O)c3cc(Cl)ccc3sc12 is entered as 80 | 55 | 12 | 54 | 26 | 58 | 68 | 27 | 14
COc1cc2nc(-c3ccc(C(F)(F)F)cc3)cc(OCCN3CCOCC3)c2cc1OC is entered as 90 | 79 | 94 | 93 | 89 | 91 | 79 | 99 | 92

Following part
41: CCNc1ccc(-c2ccc(NCC)cc2)cc1
42: C(=Nc1ccc(-c2ccc(N=Cc3ccccc3)cc2)cc1)c1ccccc1
43: COC(=O)[C@]12CC[C@@H](C)[C@H](C)[C@@H]1C1=CC[C@@H]3[C@@]4(C)C[C@@H](OC(C)=O)[C@H](O)[C@@](C)(CO)[C@@H]4[C@H](O)C[C@@]3(C)[C@]1(C)CC2
44: S=C(Nc1ccc(Oc2ccc(NC(=S)NC3CCCCC3)cc2)cc1)NC1CCCCC1
45: C=C(C)OC(=O)C(C(=O)OCC)=C(C)C
46: Cc1ccc(C)c(C(=O)CCC(=O)O)c1
47: COc1cccc(NC(=O)c2sc3nc(C)c(C(=O)c4ccccc4)cc3c2N)c1
48: CN1CC(c2nc3ccccc3o2)CC1=O (centres undefined)
49: OC1CCCc2ccccc21 (centres undefined)
50: Cc1ccc([N+](=O)[O-])cc1NC(=O)Nc1cccc(F)c1
screen / no. | 41 | 42 | 43 | 44 | 45 | 46 | 47 | 48 | 49 | 50
SNB-19 | 92 | 107 | -72* | 88 | 100 | 96&107 | 78 | 112 | 91 | 64
PC-3 | 75 | 80 | -100* | 81 | 97 | 98 | 90 | 87 | 103 | nt
HT29 | 75 | 94 | -95* | 83 | 100 | 101&103 | 102 | 97 | 101 | 80
DU-145 | 81 | 118 | -100* | 88 | 103 | 103&124 | 100 | 109 | 114 | 85
HCC-2998 | 89 | 110 | -88* | 91 | nt | 101&112 | 109 | 101 | 119 | 92
SF-539 | 60 | 107 | -90* | 81 | 100 | 93&105 | 86 | nt | 96 | 85
SNB-75 | 86 | 83 | -83* | 93 | 91 | 85&101 | 61 | 96 | 88 | 90
KM12 | 82 | 107 | -84* | 79 | 105 | 99&110 | 88 | 111 | 109 | 81
SW-620 | 79 | 106 | -68* | 98 | 108 | 87&116 | 91 | 100 | 107 | 100

51: CCCCN(CC(O)C(O)CN(CCCC)C(=S)S)C(=S)S (centres undefined)
52: O=S1(=O)OCCOS(=O)(=O)C1Cc1ccccc1
53: Cc1c2c(nn1C(=O)c1nn(-c3ccc(Cl)cc3)cc1O)-c1ccccc1CC2
54: NC(=O)NCNC(N)=O
55: O=C(OCC1CCCO1)c1ccc([N+](=O)[O-])cc1 (centres undefined)
56: O=C(/C=C(/C=C/c1ccc(F)cc1)OB(F)F)/C=C/c1ccc(F)cc1
57: COc1ccccc1CN1C(=O)C2C/C(=C\N(C)C)C(=O)N2C1N(C)C (centres undefined)
58: CCCC/C=N/N1C(=S)N(Cc2ccccc2)[C@]23OC(N)=C(C#N)[C@]12C(=O)c1ccccc13
59: CCOC(=O)c1cccc(C)c1O
60: CC(C)(C)Nc1c(-c2c(O)c3ccccc3oc2=O)nc2sccn12
61: CC(C)CNCC(O)COc1ccccc1 (centres undefined)
62: N#CC(c1ccccc1)C(c1ccccc1)c1ccccc1 (centres undefined)
screen / no. | 51 | 52 | 53 | 54 | 55 | 56 | 57 | 58 | 59 | 60 | 61 | 62
SNB-19 | 103 | 103 | 34 | 106 | 102 | 100 | 96 | 99 | 96 | 105 | 106 | 82
PC-3 | 76 | 84 | nt | 106 | 88 | 91 | 87 | 90 | 102 | 99 | 109 | 78
HT29 | 100 | 94 | 30 | 119 | 108 | 103 | 86 | 103 | 121 | 100 | 100 | 102
DU-145 | 112 | 108 | 24 | 112 | 113 | 103 | 103 | 108 | 161 | 108 | 112 | 105
HCC-2998 | 96 | 111 | 9.3* | 113 | 117 | 102 | 103 | 119 | 133 | 107 | 106 | nt
SF-539 | 114 | 98 | 9.9* | 104 | 102 | 98 | 94 | 102 | 97 | 104 | 97 | 95
SNB-75 | 69 | 95 | 47 | 96 | 86 | 86 | 83 | 101 | 91 | 95 | 113 | 73
KM12 | 104 | 109 | 30 | 110 | 109 | 98 | 102 | 101 | 97 | 112 | 108 | 85
SW-620 | 99 | 99 | 32 | 109 | 92 | 99 | 102 | 96 | 117 | 105 | 111 | 102

Part of the list above, with bars between the fields:
no. | smiles | SNB-19 | PC-3 | HT29 | DU-145 | HCC-2998 | SF-539 | SNB-75 | KM12 | SW-620
49 | OC1CCCc2ccccc21 (centres undefined) | 91 | 103 | 101 | 114 | 119 | 96 | 88 | 109 | 107
50 | Cc1ccc([N+](=O)[O-])cc1NC(=O)Nc1cccc(F)c1 | 64 | nt | 80 | 85 | 92 | 85 | 90 | 81 | 100
51 | CCCCN(CC(O)C(O)CN(CCCC)C(=S)S)C(=S)S (centres undefined) | 103 | 76 | 100 | 112 | 96 | 114 | 69 | 104 | 99
52 | O=S1(=O)OCCOS(=O)(=O)C1Cc1ccccc1 | 103 | 84 | 94 | 108 | 111 | 98 | 95 | 109 | 99
53 | Cc1c2c(nn1C(=O)c1nn(-c3ccc(Cl)cc3)cc1O)-c1ccccc1CC2 | 34 | nt | 30 | 24 | 9.3* | 9.9* | 47 | 30 | 32
54 | NC(=O)NCNC(N)=O | 106 | 106 | 119 | 112 | 113 | 104 | 96 | 110 | 109
55 | O=C(OCC1CCCO1)c1ccc([N+](=O)[O-])cc1 (centres undefined) | 102 | 88 | 108 | 113 | 117 | 102 | 86 | 109 | 92
56 | O=C(/C=C(/C=C/c1ccc(F)cc1)OB(F)F)/C=C/c1ccc(F)cc1 | 100 | 91 | 103 | 103 | 102 | 98 | 86 | 98 | 99
57 | COc1ccccc1CN1C(=O)C2C/C(=C\N(C)C)C(=O)N2C1N(C)C (centres undefined) | 96 | 87 | 86 | 103 | 103 | 94 | 83 | 102 | 102
58 | CCCC/C=N/N1C(=S)N(Cc2ccccc2)[C@]23OC(N)=C(C#N)[C@]12C(=O)c1ccccc13 | 99 | 90 | 103 | 108 | 119 | 102 | 101 | 101 | 96
59 | CCOC(=O)c1cccc(C)c1O | 96 | 102 | 121 | 161 | 133 | 97 | 91 | 97 | 117
